Screens deposited in PubChem BioAssay by National Center for Advancing Translational Sciences (NCATS).
Pf growth 48h: inhibits P. falciparum growth in the first generation, 48 h. P. falciparum luciferase growth in erythrocytes, 48 h. Potency, µM (series often up to 28.7 µM), inactives show at the highest dose activity change, negative = inhibition, actives largely listed as inhibitors. 5.9% of 310,000 active. AID 504832
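In quantitative HTS format, infected erythrocytes bearing luciferase-reporter parasites were treated for a single generation at 37 C. Luminescence after adding detection reagent served as the growth measure.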
LmPK inh: blocks Leishmania mexicana pyruvate kinase activity; Potency, µM (series often up to 57.5 µM), inactives show at the highest dose activity change, negative = inhibition, actives largely listed as inhibitors; 0.37% of 290,000 active; purified LmPK, Kinase-Glo ATP luminescence, 1 h
Target sequence (Q27686 whole entry, looked up): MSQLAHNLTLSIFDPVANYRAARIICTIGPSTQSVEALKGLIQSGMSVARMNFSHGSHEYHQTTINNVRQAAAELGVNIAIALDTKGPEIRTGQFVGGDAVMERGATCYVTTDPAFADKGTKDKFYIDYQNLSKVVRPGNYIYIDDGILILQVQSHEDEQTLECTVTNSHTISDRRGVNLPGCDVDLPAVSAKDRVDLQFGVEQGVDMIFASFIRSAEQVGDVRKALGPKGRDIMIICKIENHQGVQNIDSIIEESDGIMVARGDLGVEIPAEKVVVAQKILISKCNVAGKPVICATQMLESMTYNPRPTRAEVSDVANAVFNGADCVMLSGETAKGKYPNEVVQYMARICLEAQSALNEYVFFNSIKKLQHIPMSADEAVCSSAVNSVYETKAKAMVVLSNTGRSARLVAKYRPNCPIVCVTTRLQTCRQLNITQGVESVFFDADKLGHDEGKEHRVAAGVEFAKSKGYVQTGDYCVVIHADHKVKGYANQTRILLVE
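Purified LmPK (0.1 nM) with 0.5 mM PEP and 0.1 mM ADP in imidazole buffer pH 7.2 with MgCl2/KCl, 1 h at room temperature. ATP formed was read by luciferase luminescence and normalized to no-enzyme and uninhibited controls.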
Pf growth 96h: P. falciparum growth inhibition at 96 hours | 6.9% of 320,000 active | P. falciparum luciferase reporter growth, 96 h | AID 504834 | Potency, µM (doses to about 28.7 µM), without a hit: top-dose activity change, negative = inhibition, hits mostly inhibitors
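Infected RBCs, 2% Hct / 0.05% parasitemia final; luciferase-reporter P. falciparum; cpd 96 h, 37 C, 5% CO2; luciferase detection reagent; luminescence.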
TbPYK inhibitor: blocks Trypanosoma brucei pyruvate kinase; Q57TT1; TbPYK enzyme, Kinase-Glo Plus ATP luminescence, 45 min; Potency, µM (top dose mostly 76.8 µM), inactives show top-dose activity, negative = inhibition, actives largely listed as inhibitors; 0.12% of 410,000 active; AID 624173; also: nearly all actives have a fitted effect of over 50% in size
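Screened from lowest to highest concentration, compounds were pinned into TbPYK/substrate mixtures, and ADP (130 uM final) was added. Plates sat at room temperature for 45 min prior to Kinase-Glo Plus detection by luminescence.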
Sm TGR inh: inhibitors of Schistosoma mansoni thioredoxin glutathione reductase; Q962Y6; purified TGR, DTNB reduction, TNB absorbance 405 nm; Potency, µM (top dose mostly 114 µM), for inactives: at the top dose activity change, negative = inhibition, actives largely listed as inhibitors; 3% of 360,000 active; AID 485364; also: nearly all actives have a fitted effect of over 60% in size
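First, TGR (20 nM dispensed) and NADPH were mixed with compound. Second, a 15 min room-temperature incubation followed. Third, further NADPH and then DTNB were added to start the reaction. Finally, TNB absorbance was monitored kinetically.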
HCV inhibitor: blocks hepatitis C virus; Huh7.5.1 HCVcc-Cre infection, luciferase reporter, 44 h; Potency, µM (titrated, usually from 41.8 µM), inactives show top-dose activity change, negative = inhibition, most hits filed as inhibitors; 3.4% of 340,000 active
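1,000 cells/well; 4 h culture; + compound; + HCVcc-Cre (~0.5 moi); 44 h; luciferase substrate, RT 15 min; read 15 sec.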
* marks the source's active call; other numbers are inactive results; ? = inconclusive; / = no result given; & = joins results of further samples; [ ] = dose if it differs, or a comment. Calls follow the shape of the dose curve; as a rule, active = well fitted curve in the direction sought with a large enough effect; inconclusive = small, poorly fitted or top-dose-only effect, or another doubt; inactive = no such curve, though single readings can be large; an effect the other way counts as inactive or inconclusive. % is scaled to controls: 0 for no effect and ±100 for the full control effect; potency is read from the fitted curve at half-maximal effect.

The opening four records (preview)
SMILES	Pf growth 48h	LmPK inh	Pf growth 96h	TbPYK inhibitor	Sm TGR inh	HCV inhibitor
CCOC(=O)C1=C(C)NC(C)=C(C(=O)OCC)C1c1ccc(Br)o1	?	4%	12µM*	-1%	-12%	?
Cc1ccccc1CSCC(=O)NNC(=S)NCC1CCCO1 (configuration not stated)	-16%	4%	-15%	-10%	10%	-10%
CCC(=O)N1CCc2cc(Br)cc(S(=O)(=O)Nc3c(C)n(C)n(-c4ccccc4)c3=O)c21	-11%	6%	61%[activator]	/	1%	/
CC1Cc2nc(SCC(=O)NCC3CCCO3)n(-c3ccc(F)cc3)c(=O)c2S1 (configuration not stated)	8.3µM*	-2%	3.7µM*	4%	-18%	28%

Main list, previewed entries included:
SMILES	Pf growth 48h	LmPK inh	Pf growth 96h	TbPYK inhibitor	Sm TGR inh	HCV inhibitor
CCOC(=O)C1=C(C)NC(C)=C(C(=O)OCC)C1c1ccc(Br)o1	?	4%	12µM*	-1%	-12%	?
Cc1ccccc1CSCC(=O)NNC(=S)NCC1CCCO1 (configuration not stated)	-16%	4%	-15%	-10%	10%	-10%
CCC(=O)N1CCc2cc(Br)cc(S(=O)(=O)Nc3c(C)n(C)n(-c4ccccc4)c3=O)c21	-11%	6%	61%[activator]	/	1%	/
CC1Cc2nc(SCC(=O)NCC3CCCO3)n(-c3ccc(F)cc3)c(=O)c2S1 (configuration not stated)	8.3µM*	-2%	3.7µM*	4%	-18%	28%
CCn1c2ccccc2c2cc(NC(=O)c3cc(OC)c(OC)c(OC)c3)ccc21	?	0%	?	-8%	3%	?
COc1cccc(NC(=O)C(=O)c2cn(CC(=O)N3CCCC3)c3ccccc23)c1	4%	-3%	10µM*	-4%	-9%	?
FC(F)(F)c1ccc(-c2csc(-c3ccno3)n2)cc1	57%[activator]	1%	3%	3%	-2%	5%
COc1ccc2sc(N(CCCN(C)C)C(=O)c3ccc(C(=O)c4ccccc4)cc3)nc2c1	13µM*	/	?	-2%	-7%	?
COc1ccc(N2C(=O)CC(=O)NC2=O)cc1	28%	-7%	-5%	5%	?	2%
CCOC(=O)C1CCN(CC(O)COCc2ccc3c(c2)OCO3)CC1 (configuration not stated)	11%	0%	0%	-5%	5%	-3%
CCOC(=O)N1CCC(NC(=O)CCC(=O)N2CCOc3ccccc32)CC1	37%[activator]	3%	?	2%	-19%	6%
Cc1nc(Nc2ccc(C(=O)O)cc2)nc(Nc2ccc(C(=O)O)cc2)c1[N+](=O)[O-]	-9%	-2%	27%	-8%	1%	8%
Oc1c(N=NC(=S)Nc2ccccc2F)c2ccccc2n1Cc1ccccc1F	?	7%	-45%	2%	3%	13µM*
O=C(NC(Nc1ccccn1)C(Cl)(Cl)Cl)c1ccccc1 (configuration not stated)	-27%	3%	13%	-3%	2%	-13%
O=C(CCCC(=O)OCC(=O)c1ccc(Cl)cc1)NC1CCCCC1	23%	-2%	12µM*	8%	5%	20%
CCn1cc(S(=O)(=O)CC(=O)Nc2cc(C)on2)c2ccccc21	?	1%	3%	3%	-8%	-22%
CCS(=O)(=O)N1CCCC(C(=O)N2CCc3ccccc3C2)C1 (configuration not stated)	-15%	-3%	?	7%	-20%	23%
O=c1[nH]nc(SCc2cc(Cl)ccc2Cl)c(=O)[nH]1	10%	1%	20%	2%	-3%	15%
CCC(=O)NC(=S)Nc1cccc(NC(=O)c2ccccc2Cl)c1	-12%	5%	0%	-3%	-27%	-15%
O=C(OCC(=O)N1c2ccccc2Sc2ccccc21)c1ccc[n+]([O-])c1	-24%	7%	?	3%	-19%	-7%
CC(=O)Nc1ccc(C(=S)NCc2ccco2)cc1	/	0%	5%	-9%	8%	-2%
CCN(CC(=O)Nc1c(Cl)cccc1Cl)C(=O)C1CCN(c2ncnc3sc(C)c(C)c23)CC1	?	/	-24%	-12%	4%	13%
COc1ccc(Cl)cc1C(=O)NC1=NCCS1	36%[activator]	1%	0%	-2%	2%	?
CNC(=S)N1CCC(NC(=O)C(Cc2ccc(OC)cc2)NC(C)=O)CC1 (configuration not stated)	22%	-2%	87%[activator]	-17%	-8%	16%
CC(C)NC(=O)NC(=O)COC(=O)C1(C)CC1(Cl)Cl (configuration not stated)	76%[activator]	-1%	39%[activator]	1%	1%	2%
CCOc1ccccc1C(=O)NCc1ccco1	?	7%	9%	6%	?	-26%
COC(=O)CCCC1=CC2=C(c3ccccc3)C(=O)C(C)(OC(=O)C3CCCC3)C(=O)C2=CN1Cc1ccc2c(c1)OCO2 (configuration not stated)	?	-5%[11.5 µM]	?	-1%	18µM*	4%
CC(=O)N1CCN(c2ccc(NC(=O)c3cc(Cl)ccc3Cl)cc2)CC1	-4%	1%	-25%	-2%	9%	-6%
CN([C@@H](C(=O)OC(C)(C)C)c1ccccc1)S(=O)(=O)c1cccc(S(=O)(=O)N(C)[C@@H](C(=O)OC(C)(C)C)c2ccccc2)c1	?	2%	2.1µM*	0%	2%	15%
O=C(/C=C/c1cccs1)NCc1ccccc1	96%[activator]	-11%	109%[activator]	-1%	2%	-7%
Cc1nnc(NC(=O)CN2CCN(Cc3ccccc3Cl)CC2)s1	2%	3%	?	-3%	-22%	8%
Cc1noc(C)c1-c1nnc(-c2ccc(OC(F)(F)F)cc2)o1	51%[activator]	-5%	96%[activator]	5%	0%	8%
CC(=O)c1cccc(NC(=O)CCNS(=O)(=O)c2cccc3nonc23)c1	-18%	2%[11.5 µM]	?	-2%	4%	19%
Cc1ccc(Cl)cc1-n1ncc2c(NNC(=O)c3ccco3)ncnc21	0%	-1%	?	2%	48%[activator]	15%
CNc1ccc(S(=O)(=O)NCC(=O)OC(C)C(=O)N(C)Cc2ccccc2)cc1[N+](=O)[O-] (configuration not stated)	4%	/	-10%	-1%	-7%	6%
COc1cccc(OCCOc2ccc(/C=C3/SC(=S)NC3=O)cc2)c1	14%	-3%	38%[activator]	-19%	-3%	20%

Entries shown so far with two or more sulfur atoms:
SMILES	Pf growth 48h	LmPK inh	Pf growth 96h	TbPYK inhibitor	Sm TGR inh	HCV inhibitor
Cc1ccccc1CSCC(=O)NNC(=S)NCC1CCCO1 (configuration not stated)	-16%	4%	-15%	-10%	10%	-10%
CC1Cc2nc(SCC(=O)NCC3CCCO3)n(-c3ccc(F)cc3)c(=O)c2S1 (configuration not stated)	8.3µM*	-2%	3.7µM*	4%	-18%	28%
CN([C@@H](C(=O)OC(C)(C)C)c1ccccc1)S(=O)(=O)c1cccc(S(=O)(=O)N(C)[C@@H](C(=O)OC(C)(C)C)c2ccccc2)c1	?	2%	2.1µM*	0%	2%	15%
COc1cccc(OCCOc2ccc(/C=C3/SC(=S)NC3=O)cc2)c1	14%	-3%	38%[activator]	-19%	-3%	20%

The results go on:
SMILES	Pf growth 48h	LmPK inh	Pf growth 96h	TbPYK inhibitor	Sm TGR inh	HCV inhibitor
COCCn1c(C)cc(C(=O)CSc2nc3nc(C)cc(C)n3n2)c1C	?	-1%	?	-8%	-1%	0%
Cc1cc(Nc2ccc3c(c2)OCCO3)c2cc(Cl)ccc2n1	7.4µM*	0%	247%[activator]	-1%	0%	?
CC1=NN(c2ccc(C)c(C)c2)C(=O)/C1=C/c1ccc2c(c1)n(C)c(=O)n2C	13%	-1%	38%[activator]	-5%	1%	9%
CC1CCCN(S(=O)(=O)c2ccc(-c3ccc(=O)[nH]n3)o2)C1 (configuration not stated)	-26%	-11%	-16%	-7%	28µM*	9%
Nc1nc(Cn2nnc(-c3ccccc3F)n2)nc(N2CCOCC2)n1	-16%	-8%	?	0%	-3%	?
COc1cccc(C(=O)NC(=S)Nc2ccc(N3CCCC3)cc2)c1	?	4%	41%[activator]	-14%	?	?
COC(=O)C1=C(c2ccc(Cl)c(C(F)(F)F)c2)C[C@@H]2CC[C@H]1N2C(=O)NCCOc1ccccc1	12µM*	/	4.7µM*	-12%	-13%	?
CCN(CC)CCN(Cc1cc2ccc(C)cc2[nH]c1=O)C(=O)NC1CCCCC1	?	4%	7%	-3%	/	-10%
O=C(O)c1ccc(N/N=C/C=C/c2ccccc2)cc1	210%[activator]	-7%	131%[activator]	3%	-1%	12%
COc1cccc(CCC(=O)N(C)C2CCCN(Cc3ccccc3F)C2)c1 (configuration not stated)	-21%	-5%	7%	-12%	-7%	-8%
COc1ccc(Cl)cc1NC(=O)CN(C)C(=O)c1cc2c(s1)CCC(C)C2 (configuration not stated)	?	/	?	4%	1%	1%
O=C(Nc1ccc(Cl)c(Cl)c1)Nc1nnc(-c2ccncc2)s1	27%	4%	2%	14%	-11%	8.9µM*
CCCCOC(=O)c1cc(=O)[nH]c(=O)[nH]1	1%	-1%	?	-3%	3%	1%
CCOC(CCn1c(SCC(=O)Nc2cc(C)on2)nc2ccccc2c1=O)OCC	1%	3%	15%	-1%	-1%	-28%
CCOc1ncccc1C(=O)NCCN1C(=O)S/C(=C/c2cccs2)C1=O	12%	3%	-10%	4%	-3%	2%
COC(=O)C1=C(C(=O)OC)[C@@H]2Nc3ccccc3[C@@]23C[C@@H](C(=O)OC)N(C(=O)c2ccc(Br)cc2)C3=N1	45%[activator]	-3%[11.5 µM]	74%[activator]	1%	8%	0%
COc1cc(CNC(C)(C)CO)cc(Br)c1OCc1ccc(Cl)cc1	13µM*	1%	?	-15%	1%	5µM*
Cc1cc(C)cc(CC2CC(=O)N(c3nc(C)cc(C)n3)C2=O)c1 (configuration not stated)	21%	-7%	-1%	5%	13%	1%
CCNC(=O)C(=O)Nc1ccc([N+](=O)[O-])cc1	45%[activator]	-3%	?	4%	10%	-4%
COc1cc(NC(=O)C/C(C)=N/NC(=O)C(OC)c2ccccc2)c(OC)cc1Cl (configuration not stated)	0%	0%	-25%	0%	-6%	?
O=C1CSC(c2cccc([N+](=O)[O-])c2)N1Cc1ccccc1 (configuration not stated)	-20%	0%	?	5%	6%	19%
CCOC(=O)C1CCN(c2ncnc3c2cnn3-c2ccc(Cl)cc2)CC1	-8%	1%	-3%	-1%	4%	1%
COCCOCC(O)CN1CCN(c2ccc(C)cc2)CC1 (configuration not stated)	-6%	-1%	?	-6%	-3%	8%
CNc1ccn(C2CCCO2)c(=O)n1 (configuration not stated)	5%	6%	39%[activator]	4%	3%	6%
O=C(CSc1nc2ccccc2c(=O)n1CCCO)NC1CC1	16%	/	12%	1%	5%	?
CC1CCN(C(=O)C(C)Sc2nc(-c3ccccc3)cc(C(F)(F)F)n2)CC1 (configuration not stated)	-74%	2%	/	13%&-10%	-7%&2%	?
Cc1ccc(NC(=S)N/N=C/c2ccc(OCCC(C)C)cc2)c(C)c1	/	4%	?	1%	8%	3%
CCC(CC)C(=O)Nc1c(C)n(C)n(-c2ccccc2)c1=O	0%	-3%	/	-6%	-5%	14%
COc1ccc(NC(=O)NCCN2C(=O)C3C4C=CC(C4)C3C2=O)cc1 (configuration not stated)	94%[activator]	-2%	12µM*	-3%	4%	0%
O=C(OC1CCc2ccccc2C1=O)c1ccccc1O (configuration not stated)	17%	-20%	/	-2%	5%	2%
Cc1noc(C)c1COc1ccc(C(=O)OCC(=O)NC2CCCCC2C)cc1 (configuration not stated)	12%	5%	54%[activator]	4%	3%	-25%
COc1ccc(N=c2oc3cc(O)ccc3cc2C(=O)NCC2CCCO2)cc1 (configuration not stated)	?	0%	?	6%	0%	-12%
Cc1nnc(NC(=O)c2ccc(S(=O)(=O)N(C)Cc3ccccc3)cc2)o1	?	9%	?	2%	-4%	-30%
Cc1onc(-c2ccccc2)c1-c1ccnc(N)n1	1%	-6%	?	0%	-1%	8%
CC(=O)Nc1cccc(C(=O)OC(C(=O)c2ccc(C)cc2)c2ccccc2)c1 (configuration not stated)	1.5µM*	3%	78%[activator]	-2%	2%	?
CCCCNC(=O)COC(=O)c1c2c(nc3ccccc13)/C(=C/c1cccs1)CC2	-25%	-1%	?	-3%	-13%	2.2µM*
O=C(NCCCn1ccnc1)c1cn(-c2ccccc2)nc1-c1ccccc1	0%	0%	-3%	-8%	-3%	-14%
